FUS suppressor – suppressors of FUS proteinopathy in yeast. S. cerevisiae FUS-expressing, growth rescue, OD600, 24 h. Potency, µM (titrated, usually from 76.6 µM), inactives show at the top dose growth rescue (activation), actives largely listed as activators. actives 0.24% (n = 390,000). AID 1347120;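 note: plate controls were DMSO vehicle for no effect and reference control for full effect; nearly all actives have a fitted effect of over 55% in size; some results filed as inactive show a strong effect at the top dose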
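Quantitative HTS measuring growth restoration of FUS-toxic yeast. Galactose-induced cells (OD 0.005) were exposed 24hr at 30C to compounds at several concentrations, then absorbance at 600 nm was recorded.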
EPAC1 ag – EPAC1 (human) agonism | EPAC1 agonist qHTS, biochemical assay; response scale: 100% = response to 6.5 mM cAMP | O95398 | actives 0.073% (n = 360,000) | Potency, µM (titrated, usually from 154 µM), for the others: at the highest dose activation, actives largely listed as activators; note: nearly all actives have a fitted effect of over 60% in size
Target sequence (O95398 whole entry, looked up): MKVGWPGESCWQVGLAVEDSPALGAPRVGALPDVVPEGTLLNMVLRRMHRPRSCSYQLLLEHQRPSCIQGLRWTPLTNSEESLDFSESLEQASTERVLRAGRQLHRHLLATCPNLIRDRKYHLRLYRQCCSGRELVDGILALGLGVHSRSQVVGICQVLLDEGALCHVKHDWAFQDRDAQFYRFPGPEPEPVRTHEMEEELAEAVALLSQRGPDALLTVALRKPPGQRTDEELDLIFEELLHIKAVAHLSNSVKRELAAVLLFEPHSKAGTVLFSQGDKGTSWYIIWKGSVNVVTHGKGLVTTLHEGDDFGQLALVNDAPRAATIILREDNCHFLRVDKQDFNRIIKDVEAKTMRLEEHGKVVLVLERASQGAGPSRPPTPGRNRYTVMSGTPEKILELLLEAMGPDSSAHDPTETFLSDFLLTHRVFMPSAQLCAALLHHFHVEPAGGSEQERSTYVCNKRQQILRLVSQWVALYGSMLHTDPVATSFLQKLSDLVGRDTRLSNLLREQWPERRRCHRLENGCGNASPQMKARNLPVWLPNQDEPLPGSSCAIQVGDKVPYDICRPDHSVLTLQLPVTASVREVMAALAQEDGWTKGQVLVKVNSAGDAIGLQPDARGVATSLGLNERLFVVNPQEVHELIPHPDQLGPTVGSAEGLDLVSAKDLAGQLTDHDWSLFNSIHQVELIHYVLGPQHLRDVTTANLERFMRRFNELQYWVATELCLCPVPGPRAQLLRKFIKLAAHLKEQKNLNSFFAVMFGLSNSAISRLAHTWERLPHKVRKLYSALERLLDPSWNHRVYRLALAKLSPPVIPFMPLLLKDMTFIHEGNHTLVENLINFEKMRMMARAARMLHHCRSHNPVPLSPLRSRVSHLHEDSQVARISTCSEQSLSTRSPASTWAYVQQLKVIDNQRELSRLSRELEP
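EPAC1 100 nM, Rap1B–BODIPY-GDP 250 nM, unlabeled GDP 50 uM; compound titration; 5 min RT; kinetic read ex480/em540 at 5-min intervals ×30 min; data normalized to 6.5 mM cAMP agonist control.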
EPAC1 antag – blocks human EPAC1 exchange factor. EPAC1 GEF assay, Rap1b-BODIPY-GDP exchange fluorescence. Potency, µM (doses to about 115 µM), for the others: at the top dose activity change, negative = inhibition, hits mostly inhibitors. actives 0.14% (n = 360,000). AID 720709;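 note: plate controls were vehicle for no effect and positive control for full effect; nearly all actives have a fitted effect of over 50% in size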
aSyn rescue – rescues yeast growth from alpha-synuclein toxicity. Yeast expressing alpha-synuclein, growth rescue, BacTiter-Glo, 24 h. Potency, µM (titrated, usually from 46.1 µM), without a hit: at the top dose growth rescue (activation), hits mostly activators. actives 0.14% (n = 370,000); note: % of control where 0% means no effect; nearly all actives have a fitted effect of over 65% in size
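Rescue of yeast growth: cells expressing toxic alpha-synuclein, induced in galactose at OD600 0.02, incubated with compound 24 h at 30 C. ATP luminescence quantified growth; inhibitors of toxicity appear as activators.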
EPAC2 ag – agonists of human EPAC2 (RAPGEF4). Q8WZA2. EPAC2 activation, biochemical qHTS; response scale: 100% = 6.5 mM cAMP response. Potency, µM (doses to about 154 µM), inactives show top-dose activation, actives largely listed as activators. actives 0.079% (n = 360,000); note: nearly all actives have a fitted effect of over 50% in size
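Guanine nucleotide exchange by EPAC2 is measured as reduced fluorescence of BODIPY-GDP once it is released from 250 nM Rap1B. Plates are read kinetically for 30 min at room temperature; results are scaled to 6.5 mM cAMP.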
PTHR1 ag – agonists of human PTHR1 parathyroid hormone receptor; Q03431; HEK293 GP2 PTHR1 cells, GloSensor cAMP luminescence, 1 h; Potency, µM (titrated, usually from 115 µM), for inactives: at the top dose activation, usual class: activators; actives 0.075% (n = 410,000); AID 743266; note: nearly all actives have a fitted effect of over 55% in size; some results filed as inactive show a strong effect at the top dose; inactives centre near -15; many of its hits are not listed in these tables
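HEK-293-derived GP2 cells expressing PTHR1 and a GloSensor cAMP reporter, 3,000/well, plated overnight, given luciferin plus IBMX (each 0.5 mM as added) for 1 h at 37 °C, then compound for 1 h at 37 °C. Luminescence was read after 15 min at room temperature.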
EPAC2 antagonist – antagonists of human EPAC2; Q8WZA2; EPAC2 GEF exchange of Rap1B-BODIPY-GDP, fluorescence; Potency, µM (titrated, usually from 114 µM), without a hit: at the top dose activity, negative = inhibition, hits mostly inhibitors; actives 0.18% (n = 360,000); AID 720708; note: % is set by controls: 0 for no effect and ±100 for the full control effect; nearly all actives have a fitted effect of over 45% in size; many of its hits are not listed in these tables
TDP43 rescue – inhibitors of TDP-43 toxicity in yeast | TDP-43 expressing yeast growth rescue, BacTiter-Glo, 24 h | Potency, µM (series often up to 46.1 µM), for inactives: at the top dose growth rescue (activation), most hits filed as activators | actives 1.8% (n = 410,000) | AID 652104; note: % of control where 0% means no effect; nearly all actives have a fitted effect of over 50% in size
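In this qHTS, compounds that restore growth of yeast expressing TDP-43 appear as activators. Cells (OD600=0.02, galactose medium, raffinose-pregrown) are incubated with compound 24 hr at 30 deg C and growth is quantified by BacTiter-Glo.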
Numbers without * were called inactive; i = inactive; ? = inconclusive; . = not tested or not shown; [ ] = dose if it differs, or a comment. Calls come from the whole dose curve; as a rule, active = well fitted curve in the direction sought with a large enough effect; inconclusive = small, poorly fitted or top-dose-only effect, or another doubt; inactive = no such curve, though single readings can be large; an effect the other way counts as inactive or inconclusive. Potency is the fitted concentration of half-maximal effect. These rows are one share of the data; count on the stated rates, not on these rows.

Fields – FUS suppressor	EPAC1 antag	EPAC1 ag	PTHR1 ag	TDP43 rescue	EPAC2 ag	EPAC2 antagonist	aSyn rescue
(1) Cc1cccc(NC(=O)CCN2CCC(C(N)=O)CC2)c1
    -9%	7%	-1%	12%	-9%	-5%	1%	-6%
(2) N#C/C(=C/c1ccc(-c2ccc(S(N)(=O)=O)cc2)o1)c1nc2ccccc2s1
    ?	?	-343%[inhibitor]	-12%	-21%	-136%[inhibitor]	86%[activator]	-3%
(3) C[C@@H]1CN([C@H](C)CO)C(=O)CCCn2cc(nn2)CO[C@H]1CN(C)C(=O)c1ccncc1
    -23%	2%	-9%	-4%	5%	9%	13%	-1%
(4) COc1ccc(C(=O)N2CCN(Cc3ccc4c(c3)OCO4)CC2)cc1[N+](=O)[O-]
    20%	-5%	-4%	-34%[inhibitor]	-4%	2%	12%	-3%
(5) CN(C(=O)CS(=O)(=O)c1cccc(Cl)c1)c1ccccc1
    14%	-6%	6%	i	3%[9.22 µM]	14%	0%	-4%
(6) CCNC(=S)Nc1cccc(Cl)c1C
    -2%	-9%	-6%	i	-3%	7%	7%	-2%
(7) Cc1cccc(C(=O)NCCCNC(=O)c2ccco2)c1
    5%	-13%	6%	i	-4%	13%	0%	0%
(8) Cc1cc(C)c(S(=O)(=O)N2CCC(C(=O)NCc3ccc(Cl)cc3Cl)CC2)c(C)c1
    31%	5%	22%	-25%	-52%[inhibitor]	10%	-5%	-16%
(9) COc1cccc(-n2c(C)nc3c(cnn3-c3ccc(C)cc3)c2=O)c1
    25%	-2%	-3%	-21%[57.5 µM]	15%	16%	-8%	0%
(10) CC(C)CN1CCC1(C)C(=O)Nc1ccc(OC(F)F)cc1 (centres undefined)
    -10%	-2%	-1%	i	11%	3%	-14%	0%
(11) Cc1cc(C(=O)NCc2ccc(F)cc2)c2ccccc2n1
    ?	16%	10%	i	1%	7%	-2%	1%
(12) CC(=O)Nc1ccc(NC(=O)CCC(=O)NCCO)cc1
    16%	-1%	3%	-2%[57.5 µM]	-10%	-4%	0%	0%
(13) CCn1c(=O)c(C(=O)NCc2cccnc2)c(O)c2ccccc21
    -9%	9%	0%	-24%	-23%	-5%	-2%	2%
(14) C[C@@H](C(=O)Nc1nc2ccccc2s1)N1C(=O)C2CC=CCC2C1=O (some centres undefined)
    6%	-4%	-6%	i	20%	8%	2%	3%
(15) CC(Sc1n[nH]c(=O)[nH]c1=O)C(=O)OCc1ccccc1 (centres undefined)
    5%	10%	-2%	-19%[57.5 µM]	9%	4%	5%	0%
(16) O=C(Nc1ccccn1)Nc1cccs1
    -6%	8%	-2%	-10%[57.5 µM]	-2%	5%	11%	5%
(17) O=S(=O)(c1ccc2c(c1)OCCO2)N1CCN(Cc2ccc3c(c2)OCO3)CC1
    16%	?	0%	i	-1%	9%	-1%[57.1 µM]	6%
(18) CCOCCCNC(=O)CCCn1nc(C)n2c(cc3sccc32)c1=O
    -23%	8%	-1%	-9%	8%	13%	-3%	1%
(19) Cc1cccc(C)c1-n1nnnc1C1(C)CCC(=O)N1Cc1cccc(C(F)(F)F)c1 (centres undefined)
    ?	-25%	-18%	-20%	?	5%	-23%	7%
(20) CS(=O)(=O)N(CC(=O)N1CCN(c2ccc(F)cc2)CC1)C1CCCCC1
    -12%	6%	10%	?	-16%	-6%	22%	1%
(21) CCNC(=O)C[C@@H]1CC[C@H]2[C@@H](COC[C@H](O)CN2C(=O)C2CC2)O1
    -1%	-12%	5%	i	25%	5%	5%	-14%
(22) FC(F)(F)c1cccc(Cc2noc(CN3CCCC3)n2)c1
    10%	2%	-7%	-18%	-8%	5%	3%	-6%
(23) O=C(NCCN1C(=O)S/C(=C\c2cccc(Cl)c2Cl)C1=O)C1=COCCO1
    9%	-7%	-6%	i	4µM*	8%	-8%	2%
(24) COc1ccccc1C1(CC(=O)O)CCOC(C(C)C)C1 (centres undefined)
    -40%	-3%	1%	-12%	-8%	10%	-3%	?
(25) CN(C)C(=S)c1ccc(N(C)C)cc1
    -11%	12%	-8%	-52%[inhibitor]	16%	-2%	7%	-1%
(26) CCn1c(CCC(N)=O)nnc1SCC(=O)c1cc(C)n(C2CC2)c1C
    -10%	-6%	-6%	i	13%	8%	27%	-1%
(27) Cc1cc(=O)oc2c3c(cc(OCC(=O)NC4CC4)c12)OC(C)(C)CC3
    -11%	-2%	-13%	-38%[inhibitor]	11%	2%	-20%	-10%
(28) COc1ccc(CCN(Cc2cc3cccc(C)c3[nH]c2=O)C(=O)N2CCCC2)cc1OC
    10%	-16%	0%	i	2%	-3%	-5%	7%
(29) COC(=O)C1=CN(Cc2ccc(OC)cc2)C=C(C(=O)OC)C1c1cccs1
    13%	-4%	12%	-16%	5%	17%	?	0%
(30) CC1=NN(c2ccc(Cl)c(C(=O)O)c2)C(=O)/C1=C/c1ccc(-c2ccccc2[N+](=O)[O-])o1
    19%	?	-3%	-32%[inhibitor]	-10%	0%	2%	-7%
(31) COc1c(/C=N/NC(N)=S)c(C)nn1-c1ccccc1
    21%	-6%	-4%	17%	-26%[0.397 µM]	0%	3%	-1%
(32) Cc1ccc(/C=N/NC(=O)c2ccc3c(c2)OCCO3)s1
    -15%	8%	4%	i	-5%	12%	4%	-7%
(33) COc1cccc(CNC(=O)CN(C)S(=O)(=O)c2cccc3cccnc23)c1
    ?	-12%	-10%	-8%	-17%	5%	13%	2%
(34) Cc1noc(C)c1C(=O)OCC(=O)Nc1cccc(S(N)(=O)=O)c1
    6%	?	12%	-11%	3%	6%	3%	4%
(35) CCCCN1C(=O)C(NC(C)=O)c2ccccc21 (centres undefined)
    8%	4%	3%	i	7%	7%	1%	10%
(36) C/C(=N\OC(=O)Nc1ccc(Cl)cc1)c1ncc(C(F)(F)F)cc1N1CCOCC1
    28%	8%	-1%	-4%[57.5 µM]	1%	4%	15%	-3%
(37) COc1ccc(C2=Nn3c(nnc3-c3ccc(OC)cc3)SC2)cc1
    35%	0%	17%	?	?	16%	-3%	0%
(38) CC(=O)Nc1ccc(NC(=O)CN2C(=O)CC(c3ccco3)Sc3ccccc32)cc1 (centres undefined)
    17%	.	.	-20%	1%	.	.	3%
(39) COc1cccc(C(=O)Nc2ccc3c(C)cc(=O)oc3c2)c1
    8%	13%	14%	-11%	21%	7%	-13%	-11%
(40) Cc1ccc(S(=O)(=O)N2c3cc(C)ccc3OCC2C(C)(C)C)cc1 (centres undefined)
    18%	15%	1%	i	28%	-4%	-1%	-9%
(41) OCC[C@H]1C[C@@H](O)[C@H](O)[C@]2(CCc3ccccc3CO2)O1
    -37%	4%	-5%	-17%	21%	6%	8%	-1%
(42) Nc1nc(SCC(=O)Nc2cc(C(F)(F)F)ccc2N2CCOCC2)n[nH]1
    3%	-16%	9%	i	12%	-2%	9%	-3%
(43) COc1cccc(-c2cc(C(=O)Nc3ccc(OC)c(OC)c3)no2)c1
    5%	13%	1%	i	-12%	-9%	6%	-1%
(44) CCCC(=O)OCCNc1cc(SCc2ccco2)c2nonc2c1[N+](=O)[O-]
    ?	40µM*	1%	-9%	-9%	-10%	-7%	2%
(45) CC(OC(=O)c1ccc(NC(=O)CC#N)cc1)C(=O)NCCC1=CCCCC1 (centres undefined)
    -4%	-20%	-9%	-43%[inhibitor]	-2%	-11%	-12%	2%
(46) Cc1cccc(NC(=O)CCNC(=O)c2ccco2)c1
    13%	10%	10%	-15%	-12%	13%	4%	-4%
(47) O=C(Nc1ccc(F)c(F)c1)c1ccccc1
    -1%	2%	-3%	-84%[inhibitor]	13%	-4%	-3%	-5%
(48) COc1cc(-c2ccc(NC(=O)CN3CCC(C)CC3)c(OC)c2)ccc1NC(=O)CN1CCC(C)CC1
    .	-13%	-15%	i	?	3%	-8%	0%
(49) COc1cccc(NC(=O)CCc2nnc3ccc(NCc4ccco4)nn23)c1
    19%	-5%	14%	i	-20%	2%	-10%	0%
(50) COc1ccc(OC(=O)c2c(C)nn(-c3ccccc3)c2C)cc1
    -14%	-19%	20%	-11%	22µM*	18%	-12%	-20%

Remaining list, next part.
Fields – FUS suppressor	EPAC1 antag	EPAC1 ag	PTHR1 ag	TDP43 rescue	EPAC2 ag	EPAC2 antagonist	aSyn rescue
(51) Fc1ccc2nc3[nH]c4ccccc4c3nc2c1
    -22%	-10%	3%	-16%	0%	5%	-2%	25%
(52) O=[N+]([O-])c1ccc(N2CCCC2)cc1NCc1ccccc1
    -18%	-2%	6%	-5%	10%	19%	12%	-3%
(53) C=CCn1c(SCc2cc(=O)n3ccsc3n2)nc2sc(C)c(C)c2c1=O
    30%	20%	1%	i	-21%	4%	13%	-4%
(54) Cc1ccc(CNc2oc(C)nc2C#N)cc1
    -3%	0%	2%	-25%	27%	6%	1%	2%
(55) O=C(CSc1ncccc1C(=O)O)NC12CC3CC(CC(C3)C1)C2
    1%	8%	-1%	i	10%	1%	7%	3%
(56) CC1=C(C(=O)N(C)C)CC(CC(=O)NCCCN(C)C)C(=O)N1Cc1ccc(C(C)(C)C)cc1 (centres undefined)
    -10%	8%	-2%	-13%	0%	0%	10%	0%
(57) Cc1cc(Cl)ccc1NC(=S)NCCCO
    .	-8%	-11%	-16%	16%	0%	5%	-1%
(58) O=C(c1ccc(OC2CCN(CCc3ccccc3)CC2)cc1)N1CCCC(CCCO)C1 (centres undefined)
    11%	-19%	-2%	10%	-8%	8%	1%	-6%
(59) COc1ccc(C2=CC(=O)C[C@H](c3ccc(OC)c(OC)c3)C2)cn1
    -5%	-28%	1%	i	?	9%	7%	6%
(60) NNC(=O)c1csc(COc2cc(Cl)cc(Cl)c2)n1
    26%	-4%	9%	-23%	18%	5%	-6%	-4%
(61) Cc1ccc(OCCCCN2CCCC(C)C2)c([N+](=O)[O-])c1 (centres undefined)
    1%	11%	-2%	i	2%	-5%	25%	1%
(62) NS(=O)(=O)c1ccc(S(=O)(=O)NCCc2ccccc2)cc1
    14%	-12%	0%	i	?	3%	2%	2%
(63) CSc1nsc(SCC(=O)Nc2ccccc2C(=O)O)n1
    -14%	9%	6%	-13%	-4%	-3%	2%	-9%

Molecules listed so far with a cyano group (three):
Fields – FUS suppressor	EPAC1 antag	EPAC1 ag	PTHR1 ag	TDP43 rescue	EPAC2 ag	EPAC2 antagonist	aSyn rescue
(2) N#C/C(=C/c1ccc(-c2ccc(S(N)(=O)=O)cc2)o1)c1nc2ccccc2s1
    ?	?	-343%[inhibitor]	-12%	-21%	-136%[inhibitor]	86%[activator]	-3%
(45) CC(OC(=O)c1ccc(NC(=O)CC#N)cc1)C(=O)NCCC1=CCCCC1 (centres undefined)
    -4%	-20%	-9%	-43%[inhibitor]	-2%	-11%	-12%	2%
(54) Cc1ccc(CNc2oc(C)nc2C#N)cc1
    -3%	0%	2%	-25%	27%	6%	1%	2%

Compound activity deposited in PubChem by National Center for Advancing Translational Sciences (NCATS).
